PNC assembly inh – High Content Assay for Compounds that inhibit the Assembly of the Perinucleolar Compartment; AID 2417, 2010; 3.1% of 140,000 active; activity change (PNC), negative = inhibition, % at 10 µM; PC3M PTB-GFP, PNC prevalence imaging, 16 h; hits give low values;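 active means readout at or below -70, meaning at least 70% loss of cells showing the perinucleolar compartment, a nuclear body marking cancer cells; inconclusive means readout between -30 and a set limit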;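 further: plate controls were DMSO wells for no effect and camptothecin positive control wells for full effect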
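Compounds are pinned in duplicate onto adhered PC3M cells stably expressing GFP-tagged PTB and incubated 16 h at 37 C. Cells are then fixed, nuclei stained with Hoechst, and PNC-positive cells counted.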
15-hLO-2 inh – qHTS Assay for Inhibitors of 15-hLO-2 (15-human lipoxygenase 2); Polyunsaturated fatty acid lipoxygenase ALOX15B (Homo sapiens), O15296; purified 15hLO-2, xylenol orange hydroperoxide absorbance; Potency, µM (highest dose often 57.1 µM), for inactives: at the highest dose activity change, negative = inhibition, actives largely listed as inhibitors; 0.56% of 110,000 active; further: potency means the concentration at half of the fitted maximal effect; nearly all actives have a fitted effect of over 60% in size; many of its hits are not listed in these tables
Target sequence (O15296 whole entry, looked up): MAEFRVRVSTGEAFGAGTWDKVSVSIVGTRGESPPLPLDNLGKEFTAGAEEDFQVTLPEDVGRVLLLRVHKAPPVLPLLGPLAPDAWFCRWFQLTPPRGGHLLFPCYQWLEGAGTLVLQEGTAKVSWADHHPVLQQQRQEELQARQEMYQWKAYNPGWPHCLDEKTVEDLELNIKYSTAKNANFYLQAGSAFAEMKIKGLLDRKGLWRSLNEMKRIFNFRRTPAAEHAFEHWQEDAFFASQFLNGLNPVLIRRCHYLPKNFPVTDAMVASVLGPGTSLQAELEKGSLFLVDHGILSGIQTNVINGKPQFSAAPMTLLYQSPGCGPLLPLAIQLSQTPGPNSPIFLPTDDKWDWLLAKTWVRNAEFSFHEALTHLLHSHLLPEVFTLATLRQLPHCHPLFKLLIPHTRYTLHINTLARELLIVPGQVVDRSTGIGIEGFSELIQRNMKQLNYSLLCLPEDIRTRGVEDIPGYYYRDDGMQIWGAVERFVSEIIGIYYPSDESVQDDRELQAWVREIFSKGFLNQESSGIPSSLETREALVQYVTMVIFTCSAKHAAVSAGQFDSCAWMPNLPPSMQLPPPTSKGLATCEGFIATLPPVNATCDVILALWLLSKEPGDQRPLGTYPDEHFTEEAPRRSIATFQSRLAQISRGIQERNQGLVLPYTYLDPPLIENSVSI
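Purified human 15hLO-2 (50 nM final) preincubated with compounds 15 min at room temperature in 25 mM Hepes pH 7.5, 0.01% Triton X-100, then 45 uM arachidonic acid added for 90 min; hydroperoxide detected via ferrous/xylenol orange, 573/405 nm absorbance ratio.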
IMPase inh – qHTS Assay for Identifying the Cell-Membrane Permeable IMPase Inhibitors | Inositol monophosphatase 1 (Rattus norvegicus), P97697 | inhibition (IP1 accumulation), % at 46.1 µM | 120,000 tested, under 10 active | CHO-M1 cells, IP1 accumulation, HTRF TR-FRET ratio; active means well fitted curve in the direction sought with a large enough effect in the signal ratio, not every such curve was filed as active; inconclusive means small, poorly fitted or top-dose-only effect, or a change in a side signal; inactive means no such curve, though single readings can be large or run the other way; the % refers to the signal ratio;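 further: cells stimulated with carbachol in lithium chloride buffer; plate controls were DMSO basal wells for no effect and reference inhibitor wells for full effect; higher means more IMPase inhibition seen as more IP1 and lower FRET ratio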
Target sequence (P97697 whole entry, looked up): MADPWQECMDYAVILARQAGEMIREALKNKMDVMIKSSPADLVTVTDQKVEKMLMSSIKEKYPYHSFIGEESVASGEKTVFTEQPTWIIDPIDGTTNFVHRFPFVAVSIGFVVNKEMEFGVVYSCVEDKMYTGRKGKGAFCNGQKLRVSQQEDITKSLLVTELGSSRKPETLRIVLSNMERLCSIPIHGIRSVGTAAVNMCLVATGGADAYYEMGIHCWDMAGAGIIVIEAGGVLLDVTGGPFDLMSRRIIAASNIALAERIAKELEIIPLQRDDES
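Cellular IMPase inhibition is scored as a rise in cytosolic IP1, detected by competitive TR-FRET between d2-labelled IP1 and a europium anti-IP1 antibody. M1-expressing CHO cells were stimulated with carbachol for 30 min at 37C, with lithium (50 mM LiCl) present in the buffer.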
ALOX12 inhib – qHTS Assay for Inhibitors of 12-hLO (12-human lipoxygenase); purified 12-hLO, xylenol orange hydroperoxide absorbance; Potency, µM (doses to about 57.1 µM), for inactives: top-dose activity change, negative = inhibition, actives largely listed as inhibitors; 0.12% of 150,000 active; further: potency means the concentration at half of the fitted maximal effect; nearly all actives have a fitted effect of over 55% in size; many of its hits are not listed in these tables
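150 nM 12hLO, 25 mM Hepes pH 7.0 + 0.01% Triton X-100; cpd preinc 15 min RT; 40 uM arachidonic acid, 30 min RT; Fe-XO 30 min; A573/A405 ratio as read-out.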
* marks the source's active call; other numbers are inactive results; ? = inconclusive; nt = no result given; & = joins results of further samples; [ ] = another dose, or the depositor's remark. Unless noted, the call rests on the fitted dose curve; in most records, active means well fitted curve in the direction sought with a large enough effect; inconclusive means small, poorly fitted or top-dose-only effect, or another doubt; inactive means no such curve, though single readings can be large; an effect the other way counts as inactive or inconclusive. Unless noted, on the % scale 0 is the no-effect control and ±100 the full control effect. This is a subset, so the mix of outcomes need not match the whole.

SMILES	PNC assembly inh	15-hLO-2 inh	IMPase inh	ALOX12 inhib
O=C(NCC(=O)N1CCCC1C(=O)O)OC1CCCCC1 (centres undefined)	13	-2%	9	16%
O=C(Nc1ccccc1C(=O)NCC1CCCO1)c1ccccc1 (centres undefined)	-12	8%	8	-6%
Cc1cc(C)c2c(CN3CCN(Cc4ccc5c(c4)OCO5)CC3)cc(=O)oc2c1	4	32%[activator]	12	-15%
CC1(C)CC(=O)C(/C=N/c2ncccc2C(=O)O)=C(O)C1	3	-5%	-2	8%
CCOc1ccc(/C=c2\sc3nc(-c4ccco4)nn3c2=O)cc1OCC	?	-15%	7	6%
O=S(=O)(NCc1csc(-c2cccnc2)n1)c1ccc(Cl)s1	?	-4%	?	-7%
Cc1cccc(NC(=O)c2ccc(S(=O)(=O)N(C)C)cc2)n1	-20	-7%	-8	-7%
C=CCNC(=O)C1CCN(S(C)(=O)=O)CC1	29	-4%	-3	1%
Cc1cc(=O)cc(C)n1-c1ccccc1N1CCOCC1	-8	-3%	3	-4%
COc1cccc(N2CCN(C3CC(=O)N(c4cccc(Cl)c4)C3=O)CC2)c1 (centres undefined)	5	-8%	-1	-3%
Cc1ccc(C(=O)O/N=C2\CC3CCC2(C)C3(C)C)cc1 (centres undefined)	?	nt	2[0.0738 µM]	-3%
COC(=O)c1ccc(CSc2nc(-c3ccco3)cc(C(F)(F)F)n2)o1	?	-8%	3	-5%
CCc1nc(Cl)c(C#N)c2c1CSC(C)(C)C2	1	nt	1	-2%
Cc1nnc(SCC(=O)N2CCC(Cc3ccccc3)CC2)n(N)c1=O	-18	1%	9	8%
CCN(CC)C(=O)CSc1nc2sc(C)c(C)c2c(=O)[nH]1	43	-5%	2	-2%
S=C(NCCCNC(=S)Nc1ccccc1)Nc1ccccc1	-7	nt	nt	3%
Cc1cccc(Cl)c1OCCCCn1ccnc1	?	32%[activator]	6	12%
CC1(C)Oc2ccc3ccc(=O)oc3c2/C(=C/NCCN/C=C2\C(=O)C(C)(C)Oc3ccc4ccc(=O)oc4c32)C1=O	-3	1%	1	-7%
COc1ccc(CC(C)N2CCN(c3cccc(C(F)(F)F)c3)CC2)cc1OC (centres undefined)	?	60%[activator]	-1	-9%
Cc1cc(C)cc(OCC(=O)Nc2ccc3c4c(cccc24)CC3)c1	9	-7%	3	-1%
COc1ccc(Cn2c(O)c(C=Nc3ccc(O)cc3)c3ccccc3c2=O)cc1	15	nt	nt	-4%
CCCCNC(=O)COC(=O)c1ccc(Cl)c(S(N)(=O)=O)c1	11	-4%	-1	9%
O=C(c1ccc(OCCN2CCCCC2)cc1)c1c(-c2ccc(O)cc2)sc2cc(O)ccc12	nt	19%[0.0915 µM]	9[20.6 µM]	-8%[0.00818 µM]
O=C(/C=C/c1ccc(Br)o1)NC(c1ccccc1)c1ccccc1	?	nt	10	4%
Cc1ccc(OCC(=O)Nc2ccc3c(c2)nc2n3CCOC2)cc1	26	5%	3	-5%
CN(C)c1ncc(S(=O)(=O)c2ccccc2)c(-c2ccc(Cl)cc2Cl)n1	31	3%	4	-9%
COc1ccc(CC(=O)NC(CC(=O)O)c2ccc(OC)cc2)cc1 (centres undefined)	32	-8%	1	-6%
O=C(CSc1nnc2scc(-c3ccccc3)n12)c1ccc2c(c1)OCCO2	7	3%	4	2%
Cc1cc(NC(=O)CSc2nnc(COc3cccc(C)c3C)n2Cc2ccco2)no1	30	-4%	-5	-3%
CCOc1ccc(CC(=N)C2=C(O)CC(C)(C)CC2=O)cc1OCC	5	nt	nt	-3%

Looked up by compound from the entries so far:
SMILES	PNC assembly inh	15-hLO-2 inh	IMPase inh	ALOX12 inhib
S=C(NCCCNC(=S)Nc1ccccc1)Nc1ccccc1	-7	nt	nt	3%
CCN(CC)C(=O)CSc1nc2sc(C)c(C)c2c(=O)[nH]1	43	-5%	2	-2%
CC1(C)Oc2ccc3ccc(=O)oc3c2/C(=C/NCCN/C=C2\C(=O)C(C)(C)Oc3ccc4ccc(=O)oc4c32)C1=O	-3	1%	1	-7%
O=S(=O)(NCc1csc(-c2cccnc2)n1)c1ccc(Cl)s1	?	-4%	?	-7%
Cc1ccc(OCC(=O)Nc2ccc3c(c2)nc2n3CCOC2)cc1	26	5%	3	-5%
COC(=O)c1ccc(CSc2nc(-c3ccco3)cc(C(F)(F)F)n2)o1	?	-8%	3	-5%

Single records, as listed above. Values in the order: PNC assembly inh | 15-hLO-2 inh | IMPase inh | ALOX12 inhib
CCOc1ccc(CC(=N)C2=C(O)CC(C)(C)CC2=O)cc1OCC as listed: 5 | nt | nt | -3%
COc1ccc(CC(=O)NC(CC(=O)O)c2ccc(OC)cc2)cc1 (centres undefined) as listed: 32 | -8% | 1 | -6%

The results go on.
SMILES	PNC assembly inh	15-hLO-2 inh	IMPase inh	ALOX12 inhib
CCCS(=O)(=O)N1CCCC(C(=O)NCCN2CCOCC2)C1 (centres undefined)	31	-5%	0	-6%
COC(=O)c1c(NC(=O)CCCC(=O)O)sc2c1CCC2	?	-3%	2	2%
COc1c(Cl)cc(Cl)cc1CNCCNCCO	12	70%[activator]	-2	0%
COc1cccc(N2C(=O)CC(N3CCN(S(=O)(=O)c4ccccc4)CC3)C2=O)c1 (centres undefined)	-20	-10%	4	-6%
O=c1oc2ccccc2cc1-c1csc(Nc2nc3ccc(F)cc3s2)n1	38	nt	nt	0%
Cc1cccc(C(=O)NC(=S)Nc2ccc(S(=O)(=O)N3CCN(C)CC3)cc2)c1	-10	-16%	8	-2%
Cc1ccc(C)c(N(CC(=O)NC2CCCC2)C(=O)c2cc3cc4cc(C)ccc4nc3s2)c1	-10	8%	6	1%
O=S(=O)(NCCCN1CCN(c2ccccc2F)CC1)c1cccc2cccnc12	-28	6%	1	2%
CCC(C(=O)NC(C)CCc1ccco1)n1nc(C)n2c(cc3occc32)c1=O (centres undefined)	-100*	nt	-1	-5%
S=c1[nH]nc(C23CC4CC(CC(C4)C2)C3)n1Cc1ccco1	18	-28%	1	-16%
CC(C)C(=O)Nc1cccc(NC(=O)c2cccnc2)c1	3	6%[2.29 µM]	1	2%
O=C(CCN1C(=O)c2ccccc2C1=O)Nc1ccc(-c2nc3ccccc3o2)cc1	49	-14%	6	-3%
COc1ccc(Cl)cc1NS(=O)(=O)c1ccc(OC)c(OC)c1	1	nt	-11	-7%
S=c1[nH]nc(-c2ccco2)n1/N=C/C=C/c1ccccc1	0	-25%	3	-6%
COc1ccc(NC(=O)c2sc(SC)nc2N)cc1	3	5%	13	-15%
O=C(COC(=O)C1CC2C=CC1C2)NCc1ccc(F)cc1 (centres undefined)	3	nt	nt	-1%
O=C(Nc1ccccc1)N1CC[C@@]2(CCCN(C(=O)c3cnccn3)C2)C1	nt	0%	nt	0%
O=[N+]([O-])c1cc(C(F)(F)F)ccc1NCCCCNS(=O)(=O)c1ccc(Cl)cc1	69	nt	nt	-8%
O=C(NCc1cccs1)c1cc2c(s1)CCCC2	17	-12%	-8	-1%
O=C(NCCCOc1cccc(CN2CCCCC2)c1)c1ccc(Cl)c(Cl)c1	26	nt	nt	1%
CS(=O)(=O)NCc1nnc(SCc2ccccc2C(F)(F)F)o1	-15	-8%	6	-2%
Cc1csc2ncc(C(=O)Nc3ccccc3F)c(=O)n12	?	-3%	6	-1%
COc1ccc(NC(=O)Nc2nnc(-c3ccccc3SCc3ccccc3)s2)cc1	?	3%	-3	-6%
COc1ccc(CCN2CC(C(=O)O)CC2=O)cc1OC (centres undefined)	?	2%	-3	-2%
CCc1ccc2oc(-c3cc(N)ccc3O)nc2c1	-27	?	-6[1.84 µM]	-14%
CCS(=O)(=O)Nc1ccc(Cc2ccncc2)cc1	?	2%	9	-7%
O=S1(=O)CC(O)C(Nc2ccccc2)C1 (centres undefined)	4	1%	0	0%
CCn1nnnc1-c1ccc(OC)c(S(=O)(=O)Nc2ccc(C(=O)OC)cc2)c1	?	-4%	25	-1%
O=C(COC(=O)c1ccc(NS(=O)(=O)c2ccc3c(c2)OCCO3)cc1)NCC1CCCO1 (centres undefined)	-92*	-6%	1	0%
CCN1CCN(Cc2c(O)ccc3c2O/C(=C\C=C\c2ccccc2)C3=O)CC1	84	nt	nt	12%
COc1ccc(NS(=O)(=O)c2ccc(-n3nnc4ccccc43)c([N+](=O)[O-])c2)cc1	23	-11%	-1	-11%
COc1ccc(C(=O)Nc2ccc(N3CCCCC3)cc2)cc1Br	16	nt	nt	1%
CCN1C(=O)/C(=C/c2cnn(CC)c2C)SC1=S	10	nt	nt	1%
COc1ccc2[nH]c(C)c(C(=O)CN(C)C)c2c1	-13	-10%	-4	-6%
O=C(CCCC(=O)N(CC(=O)NC1CCCCC1)Cc1ccc2c(c1)OCO2)Nc1ccccn1	?	4%	2	1%
Nc1nc(Cn2nnc(-c3ccccc3F)n2)nc(N2CCOCC2)n1	?	2%	3	3%
O=C(Nc1ccccc1)c1cc2ccccc2c(=O)s1	?	nt	nt	2%
COc1cc(OC)cc(-n2nnnc2SCC(=O)NCc2ccc3c(c2)OCO3)c1	?	1%	0	-8%
Cc1cn(C(=O)c2ccccc2)c(=S)n1-c1ccc(Br)cc1	12	nt	-3	-2%
Cn1c(-c2ccccc2)cnc1SCC(N)=O	3	12%	-7	0%
O=C(N/N=C/c1ccccc1Cl)c1[nH]c2ccc(Br)cc2c1-c1ccccc1	?	nt	1	-1%
COc1ccc2c3c(cccc13)C(=O)N(O)C2=O	-3	nt	nt	-2%
Cc1cc(C)c2c(-n3cccc3)c(C(=O)NNS(=O)(=O)c3ccc(F)cc3)sc2n1	39	nt	3	-12%
CN(C)c1ccc(C2N(c3ccc(Cl)cc3)C(=O)C3CCCN32)cc1 (centres undefined)	-14	0%	2	4%
CCCCCC(C)NC(=S)NC(=O)c1cc(S(=O)(=O)N2CCOCC2)ccc1C (centres undefined)	?	nt	nt	?
CCOC(=O)C1CCCN(C(=O)c2cc3nc(-c4cccc(OC)c4)cc(C(F)(F)F)n3n2)C1 (centres undefined)	-80*	1%	4	-22%
O=C(O)CCSc1ccc2ccccc2n1	11&93	-12%&2%	?	0%&-1%
COC(=O)[C@@]1(Cc2ccc(F)cc2)[C@H]2c3cc(C(=O)N4CCCC4)n(Cc4ccc(C)c(F)c4F)c3C[C@H]2CN1C(=O)c1ccccc1	nt	20%	nt	-2%
O=C(COc1ccc(F)cc1)N1c2ccccc2CCc2ccccc21	-18	nt	4	-6%
COc1ccc(C(=O)N2CCCC(c3nc(-c4cc(OC)c(OC)c(OC)c4)no3)C2)cc1 (centres undefined)	?	-4%[11.4 µM]	0[1.84 µM]	-3%

Other records follow.
SMILES	PNC assembly inh	15-hLO-2 inh	IMPase inh	ALOX12 inhib
Cc1ccc(C(C#N)N2CCOCC2)cc1 (centres undefined)	-12	3%	-2	-1%
CCOc1ccc2c(c1)C(C)=CC(C)(C)N2C(=O)Nc1ccccc1F	-23	nt	nt	-21%
Cc1csc(NC(=O)CSc2ccc3nnc(CCNS(=O)(=O)c4ccccc4)n3n2)n1	26	nt	nt	-3%
CCC(=O)OCC(=O)[C@@]1(OC(=O)CC)[C@@H](C)C[C@H]2[C@@H]3CCC4=CC(=O)C=C[C@]4(C)[C@@]3(F)[C@@H](O)C[C@@]21C	nt	-12%[0.0915 µM]	nt	-1%[0.00818 µM]
OC(COc1ccccc1)CN1CCOCC1 (centres undefined)	-100*	nt	13	2%
O=C(COC(=O)c1ccccc1Nc1ccccc1)Nc1ccccc1	?	nt	nt	-2%
CN=C(Nc1ccc(C(=O)OC)cc1)SC1CC(=O)N(c2ccccc2F)C1=O (centres undefined)	-108*	-1%	14	-1%
OB(O)c1ccc(Cl)s1	nt	4%	nt	4%
CC1(C(=O)NC2CCCC2)CCC(=O)N1CCC1=CCCCC1 (centres undefined)	-22	23%	4	1%
